# CYP2C19 inhib – human CYP2C19 inhibition. P33261. 21% of 96,000 active. inhibition, % at 5 µM. CYP2C19 Supersomes, luciferin-H EGE luminescence, 30 min;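 active = CYP2C19 inhibition above a set limit at 5 µM in the primary screen, cut at about 50% in these data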;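 also: plate controls were negative control wells for no effect and 2.5 mM tranylcypromine positive control for full effect; values of inactives mirror those of a sister screen read the other way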
# CYP2C19 activ – increases human CYP2C19 enzyme activity; P33261; recombinant CYP2C19, luciferin-H EGE luminescence; active compounds read high; 0 = fully inhibited enzyme, 1 = untreated enzyme; activation factor at 5 µM; 96,000 tested, under 10 active;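 active = activation factor of at least 2 at 5 µM in the primary screen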;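 also: 0 = wells with 2.5 mM tranylcypromine and 1 = vehicle-only wells; values of inactives mirror those of a sister screen read the other way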
# H69AR inhibit – blocks growth of human H69AR lung tumor cells. H69AR lung tumor viability, ATP luminescence, 72 h; active compounds read low. viability, % at 10 µM. 6% of 85,000 active;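 active = viability at or below 40%; inactive = viability above 40%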;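 also: multidrug resistant small cell line overexpressing MRP-1 efflux transporter; 100% = mean luminescence of untreated control wells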
# HUVEC prolif 384 – human endothelial cell proliferation inhibition; HUVEC proliferation, CellTiter-Glo luminescence, 72 h; active compounds read low; viability, % at 10 µM (by protocol); 1.1% of 86,000 active; AID 648;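 active = viability at or below 30%; inactive = viability above 30%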;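 also: 100% = median luminescence of DMSO-only cell control wells on each plate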
# Fibroblast inh – blocks proliferation of human lung fibroblasts | LL 47 human lung fibroblast viability, ATP luminescence; active compounds read low | viability, % at 10 µM | 1.1% of 85,000 active;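 active = viability at or below 50% in the single dose screen; inactive = viability above 50%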;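 also: compound exposure lasted 72 h before the ATP readout; 100% = median luminescence of untreated cell-only wells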
#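 Times – overnight cell rest, 72 h compound treatment at 37 °C · Test system – human lung fibroblast line LL 47, low passage · Amount – 1,150 cells in each well · Controls – cell-only wells, no compound · Doses – 0.1% DMSO in all compound wells · Measured by – CellTiter-Glo luminescence · Buffer or medium – IMEM plus 15% FBS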
# Mac1 fbg inh – blocks human CD11b/CD18 adhesion to fibrinogen | AID 1497 | P05107+P11215 | 0.54% of 93,000 active | K562 CD11b/CD18 adhesion to fibrinogen, ATPlite luminescence; Mn2+ added to activate the integrin | inhibition, % at 10 µM;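 active = primary inhibition of 50% or more at 10 µM, then 40% or more on retest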; also: some results filed as inactive read as strong as hits
# Target sequence (P05107 whole entry, looked up, other chains not shown): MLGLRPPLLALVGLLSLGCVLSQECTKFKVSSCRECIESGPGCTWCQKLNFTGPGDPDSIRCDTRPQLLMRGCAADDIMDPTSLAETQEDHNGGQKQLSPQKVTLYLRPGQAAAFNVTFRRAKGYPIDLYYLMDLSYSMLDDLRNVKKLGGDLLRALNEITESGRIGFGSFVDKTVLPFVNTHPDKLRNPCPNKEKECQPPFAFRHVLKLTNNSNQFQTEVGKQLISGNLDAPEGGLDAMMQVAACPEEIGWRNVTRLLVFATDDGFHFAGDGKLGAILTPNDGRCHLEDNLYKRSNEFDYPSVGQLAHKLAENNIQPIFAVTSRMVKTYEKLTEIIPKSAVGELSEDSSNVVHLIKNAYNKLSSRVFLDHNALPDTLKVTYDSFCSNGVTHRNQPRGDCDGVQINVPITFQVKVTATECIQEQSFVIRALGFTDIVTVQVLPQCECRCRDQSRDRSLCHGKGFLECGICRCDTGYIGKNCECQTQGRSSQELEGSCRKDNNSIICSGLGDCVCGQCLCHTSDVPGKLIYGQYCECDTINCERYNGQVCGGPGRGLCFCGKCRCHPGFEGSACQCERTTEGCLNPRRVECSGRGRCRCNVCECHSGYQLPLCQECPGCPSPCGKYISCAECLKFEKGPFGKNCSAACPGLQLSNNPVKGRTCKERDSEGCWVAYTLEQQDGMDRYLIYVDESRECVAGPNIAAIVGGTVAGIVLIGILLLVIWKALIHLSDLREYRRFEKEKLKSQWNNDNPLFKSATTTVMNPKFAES
# Mac1 fbg enh – increases human CD11b/CD18 adhesion to fibrinogen | P05107+P11215 | activation, % at 10 µM | K562 CD11b/CD18 adhesion to fibrinogen, ATPlite luminescence | 0.07% of 93,000 active;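 active = 10 µM primary screen giving 50% or more activity, confirmed by 40% or more on retest at that dose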; also: strong numbers were not always called active
# ERa SRC1 pot – enhances coactivator binding to human estrogen receptor alpha; P03372; TR-FRET ERalpha-LBD/SRC-Cy5 coactivator binding, 2 h; 100 = basal binding, no effect; coactivator binding (% of control), % at 25.6 µM; 1.3% of 86,000 active; AID 639; in the data active = activity above about 200%;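 also: binding measured in presence of low estradiol as agonist stimulus; 0% = peptide alone without receptor and 100% = receptor with peptide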
# ERa SRC1 inh – blocks coactivator binding to human estrogen receptor alpha; AID 629; 1.7% of 86,000 active; TR-FRET ER-alpha LBD / SRC-1 peptide, estradiol-bound; P03372; inhibition, % at 25.6 µM; in the data active = inhibition above about 50%;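 also: 0% = receptor plus peptide control and 100% = peptide only without receptor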
# * hit, by the source's call; . = no result given; [ ] = dose if it differs, or a comment. Not a hit list; any-hit rate near 26%.
mol	CYP2C19 inhib	CYP2C19 activ	H69AR inhibit	HUVEC prolif 384	Fibroblast inh	Mac1 fbg inh	Mac1 fbg enh	ERa SRC1 pot	ERa SRC1 inh
O=C(NCCc1c[nH]c2ccccc12)C1Cc2ccccc2CN1C(=O)c1ccco1 (stereo not drawn)	95*	0	74	89	98	-11	-3	115[fluorescence artefact?]	-1
CCC(C)(C)NC(=O)CN(C(=O)CNS(=O)(=O)c1ccc(C)cc1)c1ccc2c(c1)OCCO2	29	0.7	71	98	97	1	-1	126	-5
Cn1c(=O)c2c(nc(N3CCN(Cc4ccccc4)CC3)n2CCSc2ncccn2)n(C)c1=O	16	0.8	90	101	102	-43	6	124	4
CN(C)CCCNc1c2c(c(C#N)c3nc4ccccc4n13)CCC2	0	1	110	90	91	-11	2	57[fluorescence artefact?]	47[fluorescence artefact?]
O=C(OCc1ccccc1)/C(=C/c1ccc(Cl)cc1)NC(=O)c1ccccc1Cl	6	0.9	.	.	.	-5	-3	.	.
Cc1oc(-c2ccc(Cl)cc2)nc1CS(=O)CC(=O)NCc1cccs1 (stereo not drawn)	11	0.9	102	100	103	10	-2	117	-32[fluorescence artefact?]
c1ccc2c(c1)nnn1c3ccccc3nc21	73*	0.3	81	97	93	-3	4	109	-1[fluorescence artefact?]
COc1ccccc1NC(=O)c1[nH]c(C)c(C(C)=O)c1C	47	0.5	77	87	89	-13	11	105	-1
CNS(=O)(=O)c1cc(O)c2c(S(=O)(=O)NC)cccc2c1	-18	1.2	90	96	103	-2	0	92	2
CC1(C)CC(n2c(NCCO)nc3c(c2=O)C2(CCCC2)Cc2ccccc2-3)CCO1 (stereo not drawn)	84*	0.2	57	91	90	2	3	93	3
O=C1C(Cl)=C(N2CCCCCC2)C(=O)N1c1ccccc1	29	0.7	102	97	.	24	-2	81	-1[fluorescence artefact?]
CC(=O)c1c(C)[nH]c(C(=O)NCc2ccccc2)c1C	25	0.8	93	90	92	-26	-1	128	-2
CC(C)NS(=O)(=O)c1cccc2nsnc12	-1	1	103	88	100	-4	1	114	6[fluorescence artefact?]
Cc1cc(C)n(C(=O)CCC(=O)Nc2ccc(C)c(C)c2)n1	0	1	.	.	.	-5	-1	.	.
COc1cccc(CNc2ncc(Br)cc2Br)c1O	4	1	103	96	88	0	-2	86	-13
O=C(c1ccc2nc3ccccc3c(=O)n2c1)N1CCN(Cc2ccc3c(c2)OCO3)CC1	25	0.8	.	.	.	12	3	.	.
COc1ccccc1/C=C1\SC(=O)N(CCC(=O)NNC(=O)c2ccccc2Cl)C1=O	10	0.9	.	.	.	-64	2	.	.
CCCCn1c(NC(=O)c2ccc(Br)o2)c(S(=O)(=O)c2ccccc2)c2nc3ccccc3nc21	9	0.9	.	.	.	-11	-1	.	.
CCN(CC)c1nc(N)nc(NS(=O)(=O)c2ccc(Cl)cc2)n1	2	1	97	86	100	-4	-2	101	7[fluorescence artefact?]
CCOCCCNC(=O)Cn1cc2c(n1)CCCC2	-3	1	.	.	.	-7	2	.	.
O=C(CSCc1c(Cl)cccc1Cl)NCC1CCCO1 (stereo not drawn)	7	0.9	78	100	107	.	.	91	-7
Cc1ccc(Cl)c(Nc2ccccc2C(=O)O)c1Cl	.	.	97	68	91	.	.	96	-2
COc1cc(OC)c(C2=NOC(C(=O)N3CCCc4ccccc43)C2)cc1Cl (stereo not drawn)	30	0.7	78	96	97	21	0	114	5
CC1=C(C(=O)OC2CCCCCC2)C(c2ccc(C)o2)C2=C(CCCC2=O)N1 (stereo not drawn)	.	.	96	97	94	.	.	111	-4
CSc1ccc(Cl)c(C(=O)OCC(=O)NCc2ccco2)c1	93*	0.1	84	86	98	4	16	142[fluorescence artefact?]	52*[fluorescence artefact?]
O=C(CN1CCN(c2ccc(F)cc2)CC1)N1CCOCC1	28	0.7	.	94	94	5	-2	103	-12
O=C(NCc1cccnc1)c1nnc(Cc2ccc(F)cc2)o1	78*	0.2	97	85	91	3	0	124	-1
CCC(C)(C)c1ccc(Oc2ccc(NC(=O)COC(=O)C3=COCCO3)cc2)cc1	50	0.5	.	.	.	32	-3	.	.
O=C(Nc1ccc(Cl)cc1Cl)C1CCC(=O)N1Cc1ccccc1Cl (stereo not drawn)	51*	0.5	.	.	.	13	-1	.	.
CCOC(=O)c1sc(NC(=O)CSc2nnnn2-c2ccccc2)nc1C	13	0.9	72	82	99	5	5	133[fluorescence artefact?]	6[fluorescence artefact?]
CCC(=O)Nc1ccc(S(=O)(=O)NCCc2ccccc2)cc1	75*	0.2	102	101	99	9	1	104	-7
CC1CCCCN1S(=O)(=O)c1ccc(C(=O)Nc2nnc(-c3cccs3)o2)cc1 (stereo not drawn)	10	0.9	.	.	.	-26	-4	.	.
Nn1cc(-c2ccccc2)nc1SCC(=O)N1CCN(S(=O)(=O)c2ccc(Cl)cc2)CC1	6	0.9	80	78	95	-1	1	114	-14
O=c1c(-c2cc3ccccc3o2)[n+]([O-])c2ccccc2n1OCc1ccccn1	8	0.9	36*	66	94	-14	-2	130[fluorescence artefact?]	-14[fluorescence artefact?]
Cc1nc(NCC2CCCO2)nc2c1C(=O)CC(C)C2 (stereo not drawn)	18	0.8	93	92	104	10	-2	89	-7
NC(=O)c1ccsc1NC(=O)CSc1ccccc1F	42	0.6	98	101	101	-1	1	128	3
Cc1cc(=O)c2ccc3ccccc3c2[nH]1	3	1	76	77	96	10	-4	78	9
CCC(CC)C(=O)NCCc1cc2c(C)ccc(C)c2[nH]c1=O	.	.	96	96	104	.	.	105	54*[fluorescence artefact?]
CCc1nc2oc3ccccc3c(=O)c2c(=O)n1Cc1ccc(OC)cc1	-1	1	93	104	91	-13	-1	106	21
O=C(NC1(C(F)(F)F)C(=O)Nc2c1c(=O)[nH]c(=O)n2Cc1ccco1)C1CCCCC1 (stereo not drawn)	-12	1.1	102	99	94	-4	-4	106	-11
CCn1c(COc2ccccc2C)nnc1SCC(=O)N1CCC(C)CC1	11	0.9	89	93	93	4	-1	108	-4
Cc1cc(N(C)Cc2ccccc2)nc(-c2ccccc2)n1	96*	0	24*	63	80	15	-1	89	1
CC12CCC(C(=O)N(c3ccccn3)c3ccccn3)(OC1=O)C2(C)C (stereo not drawn)	2	1	87	94	101	-6	0	95	48
COC(=O)C1C(=O)C2=C(CC1C)NC(=O)CC2c1cccc(C)c1 (stereo not drawn)	35	0.6	103	99	106	.	.	103	0[fluorescence artefact?]
CCc1ccc(-c2nnn(Cc3nc4ccccc4s3)n2)cc1	2	1	95	109	91	-6	-2	101	-5
COc1cccc(-c2nc(CS(=O)CC(=O)NC3CCCC3)c(C)o2)c1 (stereo not drawn)	30	0.7	94	99	101	-10	-2	106[fluorescence artefact?]	-7
Cc1cccc(C)c1NC(=O)N1CCN(C2CCCCC2)CC1	.	.	92	99	96	.	.	123[fluorescence artefact?]	1
Cc1c(-c2nc(N)nc(Nc3ccccc3F)n2)oc2ccccc12	7	0.9	20*	79	78	24	-1	131	-3[fluorescence artefact?]
Cn1c(=O)c2ncn(CC(=O)NCCOc3ccc(C(C)(C)C)cc3)c2n(C)c1=O	-13	1.1	78	100	96	-21	1	101	-9
COCC(C)NS(=O)(=O)c1ccc(OC)cc1 (stereo not drawn)	61*	0.4	95	97	92	-2	-2	105	-7
Nn1c(SC/C=C/c2ccccc2)nnc1-c1ccco1	29	0.7	101	101	95	-2	4	100	5
COc1ccc(-n2c(-c3ccccc3)cc3c2CCCC3=O)cc1	76*	0.2	.	.	.	-4	-2	.	.
CCCOC(=O)C1C2C=CC3(CN(c4ccc(Cl)c(F)c4)C(=O)C13)O2 (stereo not drawn)	18	0.8	104	98	98	-16	2	107	-4
Cc1onc(-c2ccccc2)c1C(=O)Nc1nnc(-c2ccncc2)s1	61*	0.4	80	88	103	10	3	131[fluorescence artefact?]	-9
O=C(Nc1cccnc1)c1ccc(F)cc1	.	.	90	95	103	.	.	106	-23
C=CCOn1c(=O)c(-c2ccc(OC)c(OC)c2)[n+]([O-])c2ccccc21	-6	1.1	83	97	108	4	-1	85[fluorescence artefact?]	0[fluorescence artefact?]
Nc1nc(SCC(=O)Nc2cc(-c3ccccc3)nn2-c2ccccc2)n[nH]1	94*	0.1	.	.	.	3	-4	.	.
O=c1cc(N2CCOCC2)c2ccccc2o1	12	0.9	101	104	105	-43	7	93	-5
CNC(=O)CN(c1ccc(OC)cc1)S(=O)(=O)c1ccc(F)cc1	.	.	100	92	92	.	.	110[fluorescence artefact?]	-10
C=CCn1c(C)cc(C(=O)CSc2nc3ccccc3o2)c1C	64*	0.4	95	96	102	80	-6	106	-8

# Continuation.
mol	CYP2C19 inhib	CYP2C19 activ	H69AR inhibit	HUVEC prolif 384	Fibroblast inh	Mac1 fbg inh	Mac1 fbg enh	ERa SRC1 pot	ERa SRC1 inh
Cc1ccc(-c2cc(C(=O)NCc3ccc4c(c3)OCO4)no2)cc1	8	0.9	96	90	101	9	-2	85	-23
COc1ccc(S(=O)(=O)N(C)CC(=O)Nc2ccccc2SC)cc1Cl	31	0.7	68	96	97	-1	6	103	-23
CC(=O)c1ccc(C#CC(C)(C)O)s1	34	0.7	103	100	.	-55	2	123[fluorescence artefact?]	2
COc1ccc2cc(C(c3nnnn3C(C)(C)C)N3CCSCC3)c(=O)[nH]c2c1 (stereo not drawn)	-6	1.1	89	99	88	-5	-3	103	12
Fc1ccccc1OCCCCSc1ncccn1	34	0.7	95	107	106	3	0	95	-1
COc1ccc(NC(=O)Nc2ccc(Cc3ccncc3)cc2)cc1OC	77*	0.2	.	.	.	-11	1	.	.
CN1C(=O)CC(N2CCN(c3ccc(Cl)c(Cl)c3)CC2)C1=O (stereo not drawn)	47	0.5	98	101	97	-12	1	125	-3
Cc1ccc(NC(=O)Cn2c(=O)n(Cc3ccco3)c(=N)c3c4c(sc32)COC(C)(C)C4)cc1	17	0.8	75	80	88	2	-1	115	-7
O=C(NCc1ccco1)c1nc2nc(-c3cccs3)cc(C(F)(F)F)n2n1	8	0.9	72	87	103	-7	-3	67[fluorescence artefact?]	26
COc1ccc(Cn2c(=O)oc3ccc(C)cc32)cc1OC	98*	0	78	91	100	25	-5	109	-2
O=C(Nc1cccc(Cl)c1)Nc1nc(-c2ccc(Cl)cc2)cs1	6	0.9	.	.	.	-5	14	.	.
CCOC(=O)CN1C(=O)C(Sc2n[nH]c(-c3ccccc3)n2)CCc2ccccc21 (stereo not drawn)	89*	0.1	.	.	.	14	-5	.	.
Cc1ccc(C)c(NC2=CC(=O)CC(C)(C)C2)c1C#N	12	0.9	97	96	92	16	-3	129	-8
Cc1cc(NC(=O)CSc2nc(-c3cccnc3)ccc2C#N)no1	33	0.7	93	96	104	0	5	112	-9
CCOC(=O)C1CCN(c2cc(=O)n(-c3ccccc3Cl)c(=O)[nH]2)CC1	.	.	78	96	99	.	.	100	-14
CCn1c(Cc2ccccc2)nnc1SCC(=O)NC(C)(C)C	-2	1	79	89	99	4	5	124[fluorescence artefact?]	0
Cc1ccc(NC(=O)N2CCC(C(=O)Nc3ccc(C)cc3C)CC2)cc1	.	.	105	104	93	.	.	106	16
